MITF act: MITF TRPM1 promoter activation in melanoma cells; SK-MEL-5 TRPM1-promoter luciferase, 24 h; % of positive control, neutral wells = 0; activation, % at 12.5 µM; 300,000 compounds, 0.75% hits;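 active = mean activation of at least 80% with every replicate also reaching 80%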;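 note: 0% = neutral control wells and 100% = parthenolide positive control wells; values of inactives mirror those of a sister screen read the other way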
Arrestin-AP2 inh: human beta-arrestin and AP2 interaction inhibition; FITC-arrestin peptide / GST-AP2 beads, flow cytometry; AP2 beta2 appendage carries R879A mutation; inhibition, % at 10 µM; 340,000 compounds, 0.31% hits;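 active = inhibition above a set limit, near 3 SD of compounds lacking own fluorescence, cut at about 54% in these data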;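 note: plate controls were DMSO wells for no effect and 5 µM unlabelled arrestin peptide for full effect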
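Measured by: flow cytometry, FL1 (488/535 nm); Material: AP2 appendage R879A on GSH beads; Evaluation: percent response; Timing: pre-incubation 12 min, peptide binding 1 h, room temperature; Also added: 50 nM FITC-arrestin peptide; Medium: PBS with 0.05% Tween 20 and 0.1% BSA.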
CDK5 inh: CDK5/p35 (human) kinase inhibition | Q00535+Q15078 | Recombinant CDK5/p35, ADP-Glo luminescence, 60 min | inhibition, % at 10 µM | 330,000 compounds, 0.01% hits;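 active = highest replicate inhibition of at least 50% and at least 75% of replicates reaching 50%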;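 note: plate controls were DMSO neutral control for no effect and GW8510 at 10 µM for full effect; many of its hits are not listed in these tables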
Target sequence (Q00535 whole entry, looked up): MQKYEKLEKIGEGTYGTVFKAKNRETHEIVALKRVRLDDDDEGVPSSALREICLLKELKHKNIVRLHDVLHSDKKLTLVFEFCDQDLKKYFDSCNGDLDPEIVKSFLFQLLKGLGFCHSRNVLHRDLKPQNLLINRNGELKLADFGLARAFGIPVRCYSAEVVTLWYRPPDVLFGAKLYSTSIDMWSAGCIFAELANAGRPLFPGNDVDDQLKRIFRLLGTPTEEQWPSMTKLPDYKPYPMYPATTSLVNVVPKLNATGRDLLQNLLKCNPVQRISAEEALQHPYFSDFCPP
Target sequence (Q15078 whole entry, looked up): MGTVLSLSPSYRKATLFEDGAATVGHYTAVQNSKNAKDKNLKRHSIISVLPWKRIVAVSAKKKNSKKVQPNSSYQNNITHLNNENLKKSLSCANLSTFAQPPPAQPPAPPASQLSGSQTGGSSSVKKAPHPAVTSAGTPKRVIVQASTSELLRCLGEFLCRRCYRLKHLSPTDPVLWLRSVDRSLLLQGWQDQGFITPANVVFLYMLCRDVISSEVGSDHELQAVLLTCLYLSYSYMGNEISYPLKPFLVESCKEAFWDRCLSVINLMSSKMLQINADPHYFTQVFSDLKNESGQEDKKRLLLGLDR
dFosB act: enhances mouse delta FosB homodimer DNA binding. P13346. activation, % at 25 µM. purified delta FosB, TAMRA-CDK5 oligo fluorescence polarization; percent of positive-control signal above neutral wells. 340,000 compounds, 0.99% hits;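 active = mean activation above about 17%, with every replicate also reaching it, limit read from the data, passing the limit was not always enough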;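 note: fluorescence polarization rise as delta FosB binds a TAMRA Cdk5 AP-1 oligo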
Target sequence (P13346 whole entry, looked up): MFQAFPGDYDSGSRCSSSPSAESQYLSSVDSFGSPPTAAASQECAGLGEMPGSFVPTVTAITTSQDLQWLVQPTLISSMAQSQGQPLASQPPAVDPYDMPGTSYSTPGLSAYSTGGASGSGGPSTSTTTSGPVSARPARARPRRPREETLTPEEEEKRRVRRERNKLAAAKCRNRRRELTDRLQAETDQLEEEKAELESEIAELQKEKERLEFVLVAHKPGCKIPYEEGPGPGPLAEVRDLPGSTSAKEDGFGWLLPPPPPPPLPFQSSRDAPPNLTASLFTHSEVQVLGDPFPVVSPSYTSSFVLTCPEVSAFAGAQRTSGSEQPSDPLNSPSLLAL
NSD2 HMT inh: NSD2 (human) methyltransferase inhibition; O96028; NSD2 peptide methylation, AlphaScreen, 120 min; inhibition, % at 12.5 µM; 310,000 compounds, 0.54% hits; in the data active = inhibition above about 50%
DSG3 Ab inh: inhibitors of pemphigus antibody binding to human desmoglein-3. binding (percent of control), % at 10 µM. DSG3-coupled beads, scFv-anti-DSG3-GFP binding, flow cytometry; stronger effect = lower value. 310,000 compounds, 0.48% hits. P32926;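 active = binding more than 3 SD below its plate's average and above zero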; note: some compounds called inactive have numbers as strong as hits
PKA-R2B activ: activates the human PKA-R2B holoenzyme complex | P22694+P31323 | PKA-R2B holoenzyme dissociation, Cy5-IP20 fluorescence polarization; R2B truncated from residue 108, S112A mutant; 0% DMSO only, 100% 113 µM cGMP | activation, % at 11.4 µM | 340,000 compounds, 0.079% hits;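 active = activation above a cutoff set at the mean over all compounds plus 3 SD, cut at about 18% in these data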;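 note: higher means more holoenzyme dissociation and a rise in polarization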
SUMO Mot1 rescue: blocks SUMOylation pathway, rescuing yeast Mot1-301 growth; S. cerevisiae Mot1-301 growth rescue, ATP luminescence, 38.5C; percent above DMSO median, 100 means doubled; growth rescue, % at 18.8 µM; 320,000 compounds, 1% hits; AID 2716;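 active = every valid replicate shows activation above 250% relative to neutral control wells; inactive = the rest, any valid replicate at or below 250%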;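 note: OY570 slx delta 5 strain wells were the positive control but not used for scaling; some compounds called inactive have numbers as strong as hits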
SR-BI uptake up: SR-BI HDL lipid transfer activation | CHO ldlA[mSR-BI] cells, DiI-HDL uptake fluorescence, 3 h; 100 = double the neutral-control signal | activation, % at 12.5 µM | 320,000 compounds, 0.096% hits;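 active = mean replicate activation of at least 60% and every replicate at or above 60%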;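 note: 0% = median plate neutral-control signal and 100% = twice that signal; values of inactives mirror those of a sister screen read the other way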
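System: CHO ldlA[mSR-BI] cells / Medium: HEPES-buffered (25 mM, pH 7.4) F12 plus 0.5% BSA / Probe or stimulus: labelled HDL, 10 µg/mL / Doses: single compound concentration, delivered by pin transfer / Schedule: 3 h, 37 °C / Measured by: DiI fluorescence, bottom read / Measure: cell-associated DiI fluorescence as measure of HDL uptake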
PKA-R1A activ: PKA-R1A complex activation; PKA-R1A dissociation, Cy5-IP20 fluorescence polarization; scaled: DMSO 0%, 113 µM cGMP 100%; activation, % at 11.4 µM; 340,000 compounds, 0.083% hits; AID 504707;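 active = percent activation above the mean of all tested compounds plus 3 SD, cut at about 19% in these data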;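 note: higher means more PKAc released from R1A so a rise in polarization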
SR-BI DiI inh: blocks mouse SR-BI lipid uptake from DiI-HDL; inhibition, % at 12.5 µM; ldlA[mSR-BI] CHO cells, DiI-HDL uptake fluorescence, 3 h; 320,000 compounds, 0.96% hits;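 active = mean replicate inhibition of at least 70% and a set share of replicates each scoring 70 or more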;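 note: 0% = median of neutral control wells and 100% = median of positive control wells; values of inactives mirror those of a sister screen read the other way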
* hit, by the source's call; / = not tested or not shown.

SMILES	MITF act	Arrestin-AP2 inh	CDK5 inh	dFosB act	NSD2 HMT inh	DSG3 Ab inh	PKA-R2B activ	SUMO Mot1 rescue	SR-BI uptake up	PKA-R1A activ	SR-BI DiI inh
CCNC(=O)CCSc1nc(C)cc(C)n1	5	-2	-1.6	-1	-8	128	7	-14	10	-6	-10
O=c1c(S(=O)(=O)c2ccc(Cl)cc2)cn(Cc2ccccc2)c2ccc(F)cc12	1	1	-0.9	6	-2	/	4	7	15	4	-15
Cc1noc(C)c1COC(=O)CCC(=O)c1ccc(F)cc1	1	-2	-1.1	-6	-4	102	-2	176	15	-7	-15
C/C(=N\NC(=O)C(=O)Nc1cccc(Cl)c1)c1ccncc1	0	5	1.8	-6	-1	117	2	-5	13	5	-13
COc1ccc(C)cc1S(=O)(=O)Nc1cccc(SC)c1	2	-8	1.7	3	3	111	7	-24	-18	4	18
Cc1ccc(NC(=O)c2cc(S(=O)(=O)NCCc3ccccc3)ccc2F)cc1Cl	-7	39	-0.7	-7	0	98	-10	-1	-21	-12	21
Clc1cccc(OCCN2CCN(CCOc3cccc(Cl)c3)CC2)c1	-9	2	0.4	-5	-1	90	-17	-26	-2	12	2
CCC(C)SCC(=O)Nc1ccc(S(=O)(=O)N2CCOCC2)cc1OC (stereo not drawn)	3	4	-0.2	8	-5	79	-3	-19	-57	0	57
CCOC(=O)C1=C(C)NC2=C(C(=O)CCC2)C1c1cccs1 (stereo not drawn)	-2	1	-0.3	-10	-2	100	-15	-13	-9	3	9
COc1ccc(N(CC(=O)NC(C)C)S(=O)(=O)c2ccc(NC(C)=O)cc2)cc1	10	7	-1.8	1	0	80	2	6	7	-6	-7
COc1cc(/C=N/NC(=O)c2ccncc2)ccc1OC(=O)c1cccc(Br)c1	0	10	0.2	-1	4	103	-5	66	-58	-1	58
COc1ccc(NC(=O)/C(Cl)=C(/Cl)S(=O)Cc2ccccc2Cl)cn1 (stereo not drawn)	-97	-16	0.2	-10	0	/	/	/	-18	/	18
COc1ccc(NS(=O)(=O)c2ccc(O)c(NS(=O)(=O)c3ccc(NC(C)=O)cc3)c2)cc1	3	-2	0.8	-9	1	103	-12	-2	7	-2	-7
Cc1nc2sccn2c(=O)c1Cl	21	2	1.4	9	-2	104	-2	-5	17	-8	-17
CC(C)CN(CCC(=O)O)CC(C)C	/	1	-0.9	2	-1	101	16	-8	12	6	-12
COc1ccc(NC(=O)COc2cccc(-n3cnnn3)c2)cc1Cl	4	4	-5.5	9	3	98	4	284	-21	8	20
CCOC(=O)c1c(CNc2ccncc2)n(C)c2cc(Br)c(O)cc12	-13	45	0.5	12	1	102	6	-17	0	-9	0
CCN1CCN(c2ccc(NC(=O)c3ccc(F)cc3)cc2Cl)CC1	7	-8	-0.9	-14	1	123	2	8	-7	5	7
COc1ccc(CNC(=O)C[C@H]2C(=O)N(C3CCCCC3)C[C@@H]2Cc2ccccc2)cc1	-7	2	0.6	-3	/	107	-1	-17	-27	0	27
CCc1ccc(OCC2Cn3c(nc4c3c(=O)[nH]c(=O)n4C)O2)cc1 (stereo not drawn)	10	5	0.7	-10	/	113	-12	9	/	-13	/
O=C(/C=C/c1cccs1)NCc1ccc2c(c1)OCO2	-3	3	-0.4	0	-1	95	-7	43	-5	1	5
CC(Sc1nc(-c2ccc(F)cc2)cs1)C(=O)Nc1ccc(Cl)cn1 (stereo not drawn)	-16	4	-1.7	3	-7	/	5	-1	43	5	-43
CCC(C)c1ccc(NC(=S)N2CCN(S(C)(=O)=O)CC2)cc1 (stereo not drawn)	-11	21	-1.1	-3	0	/	-4	14	4	5	-4
O=C(NCCC1CCCCN1S(=O)(=O)c1ccccc1)C(=O)NCc1cccnc1 (stereo not drawn)	1	-6	-7.0	-1	-2	102	-8	-11	8	-8	-8
CCOc1ccc(Nc2ncnc3c2cnn3-c2ccccc2)cc1	44	-2	2.3	-12	/	48*	-6	-18	10	-3	-10
COc1ccc(CNc2ccc3c(c2)CCC3)cc1Br	/	4	-0.5	2	3	128	6	-7	-38	0	38
CC1CN(Cc2ccc(Cl)cc2Cl)CC(C)O1 (stereo not drawn)	7	15	2.1	3	0	91	-1	3	6	10	-6
CC(C)Nc1nc(Cl)nc(NNC(=O)C(C)Oc2ccccc2)n1 (stereo not drawn)	/	-2	-0.9	-1	-2	/	2	36	16	-6	-16
CSc1ccc(-c2nnn(Cc3ccc(C)cc3)n2)cc1	94*	26	0.0	3	-24	83	-14	5	38	-9	-38
CCSc1nnc(NC(=O)CSc2sc3c(O)cc(=O)[nH]c3c2C#N)s1	-5	9	-1.0	-12	33	/	-6	380	/	-7	/
O=C(NN1CCOCC1)c1cnn2c(C(F)F)cc(-c3ccccc3)nc12	16	11	2.1	-11	-6	101	-8	163	-5	-13	5
CCC1(CC)Nc2ccccc2C(=O)N1c1ccc(NC(C)=O)cc1	9	22	-1.0	9	-1	99	3	3	8	9	-8
Cc1ccc(NC(=O)c2cc(C)on2)cc1	97*	23	0.4	-6	0	97	-5	-11	22	-8	-22
O=C(COc1ccc(Br)cc1)OCCN1CCCCC1	/	-13	-0.4	-4	0	120	8	-8	-1	-1	1
CCS(=O)(=O)NCC(c1cccnc1)N1CCN(c2ccc(F)cc2)CC1 (stereo not drawn)	6	11	-1.9	-3	1	100	-2	5	22	-2	-22
S=c1[nH]ncn2c1cc1oc3ccccc3c12	31	0	-0.2	2	23	90	7	10	25	4	-25
CC(=O)Nc1ccc(NC(=O)C(C)OC(=O)c2oc3ccccc3c2C)cc1 (stereo not drawn)	-6	0	-0.8	16	2	99	-13	3	-39	2	39
O=C(Nc1ccc2[nH]c(=O)[nH]c2c1)c1ccc([N+](=O)[O-])o1	-48	-9	0.7	-4	0	96	-5	5	19	-1	-19
Cc1cc(C(=O)N2CCOCC2)n(-c2ccccc2)n1	/	-2	-0.8	-4	/	98	-5	341	18	-3	-18
Cc1nn(CC(=O)Nc2nnc(C(C)C)s2)c(=O)c2ccccc12	-2	0	-0.9	1	59*	103	-7	-3	6	0	-6
CCc1ccc(CN(C)C(=O)C2CCC(=O)N(CCCN3CCCC3=O)C2)cc1 (stereo not drawn)	14	-3	0.3	-3	-1	116	-1	-12	5	-1	-5
O=C(COC(=O)c1ccccc1[N+](=O)[O-])Nc1nnc(-c2ccccc2)o1	0	-3	-2.4	-9	5	107	1	13	26	-2	-26
O=C(CSc1nnc(Cc2ccccc2)o1)N1CCCC1	4	9	0.2	-7	-1	91	2	305	/	-3	/
C/C(=N\NC(=O)C(C)Nc1cccc(Cl)c1)c1ccc([N+](=O)[O-])cc1 (stereo not drawn)	-9	-4	/	-11	1	95	-4	-4	0	-9	0
CC(C)NC(=O)c1ccc2c(c1)N(CC(=O)Nc1ccccc1F)C(=O)C(C)(C)O2	3	4	0.2	-6	-2	116	-2	-5	6	9	-6
COc1cc(/C=N/n2cnnc2)ccc1OCc1ccc(C)cc1	71	23	-0.8	-19	4	98	-5	142	/	-5	/
S=C(NCc1ccco1)Nc1ccc(Cl)cc1Cl	28	-1	1.5	0	3	112	-8	-3	27	-5	-27
COc1ccc(/C=C/C(=O)Nc2cccc(S(=O)(=O)N3CCOCC3)c2)cc1OC	-2	1	1.0	9	-4	92	-5	/	-67	-2	67
COc1ccc(C(=O)NC2CCN(CC(=O)NCc3ccccc3)CC2)cc1	-10	-4	1.1	0	2	133	0	14	/	-9	/
Nc1ccn(Cc2ccccc2F)n1	11	22	-1.6	-14	5	126	-9	12	7	-1	-7
O=[N+]([O-])c1ccc(Cl)c(S(=O)(=O)Nc2ccc3cn[nH]c3c2)c1	-5	-9	1.4	0	0	/	5	-5	4	-4	-4
O=c1[nH]cc(-c2ccc(Br)cc2)n1Cc1ccccc1	-10	6	-2.0	-8	0	103	-4	4	0	-1	0
O=C(Nc1ccccn1)C(=O)Nc1ccccn1	70	-22	0.2	0	-5	96	-10	-14	15	-7	-15
NC(=O)CN(N=Nc1cccc([N+](=O)[O-])c1)c1cccc([N+](=O)[O-])c1	4	12	-1.5	5	0	102	-4	375	-18	-5	18
O=C(Nn1c(Cc2ccccc2)nc2ccccc2c1=O)c1c(O)c2cccc3c2n(c1=O)CCC3	12	3	-2.1	-17	0	106	-16	151	7	-1	-7
CCOC(=O)c1cc(-c2ccccc2)n(Cc2cc(CC)no2)n1	-18	-3	-0.5	-4	/	115	6	-2	14	-14	-14
Cc1cccc(-c2n[nH]c(=S)n2/N=C/c2ccc(C)o2)c1	1	-13	0.8	-12	7	98	-7	-17	1	-13	-1
COc1cc(C(=O)NCCSc2ccccc2)cc(OC)c1OC	/	-7	-0.1	-1	-1	113	-8	189	4	-5	-4
COc1ccc(N2CCN(S(=O)(=O)CCNC(=O)COc3cccc(OC)c3)CC2)cc1	4	-5	-8.2	-4	-2	54*	-19	-1	/	-7	44
COc1cc(OC)c2c3c(c(C4CCCCC4)nc2c1)CCC3	-2	0	-1.8	6	/	100	-6	107	11	-4	-11

Sorted by length of the SMILES (lowest first): some entries from above
SMILES	MITF act	Arrestin-AP2 inh	CDK5 inh	dFosB act	NSD2 HMT inh	DSG3 Ab inh	PKA-R2B activ	SUMO Mot1 rescue	SR-BI uptake up	PKA-R1A activ	SR-BI DiI inh
Cc1cccc(-c2n[nH]c(=S)n2/N=C/c2ccc(C)o2)c1	1	-13	0.8	-12	7	98	-7	-17	1	-13	-1
O=C(COC(=O)c1ccccc1[N+](=O)[O-])Nc1nnc(-c2ccccc2)o1	0	-3	-2.4	-9	5	107	1	13	26	-2	-26
C/C(=N\NC(=O)C(C)Nc1cccc(Cl)c1)c1ccc([N+](=O)[O-])cc1 (stereo not drawn)	-9	-4	/	-11	1	95	-4	-4	0	-9	0

Remaining list, next part
SMILES	MITF act	Arrestin-AP2 inh	CDK5 inh	dFosB act	NSD2 HMT inh	DSG3 Ab inh	PKA-R2B activ	SUMO Mot1 rescue	SR-BI uptake up	PKA-R1A activ	SR-BI DiI inh
CS(=O)(=O)N(CC(=O)N1CCOCC1)c1cccc([N+](=O)[O-])c1	-10	-7	0.1	-6	8	101	-12	7	21	0	-21
CCC1CN(C(=O)N2CCC(C(=O)NCc3ccco3)CC2)c2ccccc2O1 (stereo not drawn)	5	5	-0.7	-3	1	/	4	2	-14	-3	14
COc1cccc(CNn2c(-c3cccc(C)c3)nc3ccccc3c2=O)c1	-10	-6	0.2	-14	0	86	-10	-20	-3	-3	3
NS(=O)(=O)c1cnccc1Nc1cccc(F)c1	-7	6	-0.8	-5	28	/	2	-27	17	6	-17

Outcome played no part in choosing rows (roughly 4.7% active in at least one column).
